# Compound activity as filed in PubChem BioAssay.
# TTR transcr act: increases transthyretin transcription | SH-SY5Y TTR promoter Gaussia luciferase, luminescence; 100% = recombinant luciferase protein wells | activation, % at 16.7 µM | AID 1117267 | 92,000 compounds, 1.3% hits;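 active means activation above the mean of all tested compounds plus 3 SD, cut at about 9.5% in these data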;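 further: cells exposed to compounds for one day before reading; 0% = median of all test compound wells on the plate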
# * hit, by the source's call. These rows are one share of the data (hit frequency here may not be typical).
No.	compound	TTR transcr act
1	Cc1ccccc1NC(=S)N(C)C1(c2ccccc2Cl)CCCCC1=O (stereo unspecified)	-1.8
2	CCOCCCN1CN(Cc2ccco2)CNC1=S	0.5
3	COC(=O)C(C)Sc1nc2c([nH]c3ccccc32)c(=O)n1C (stereo unspecified)	0.8
4	CCOC(=O)N1CCN(C(=O)CCNS(=O)(=O)c2ccc3c(c2)c(=O)n(C)c(=O)n3C)CC1	7.3
5	COc1ccc([C@H]2C[C@@H](n3cc(C4CC4)nn3)[C@H](O)CN2C(=O)c2cccs2)cc1	-0.6
6	COc1c(Cl)cc(Cl)cc1C(=O)Nc1ccc(CN2CCCCC2)cc1	2.5
7	Cc1[nH]nc2c1C1(CCN(Cc3ccccc3)CC1)C(C#N)=C(N)O2	1.0
8	CCC(C)n1c(SC(C)C#N)nc2ccccc2c1=O (stereo unspecified)	-2.3
9	O=C(O)CCC(C(=O)O)n1c(O)c(C2=c3ccccc3=NC2=O)sc1=S (stereo unspecified)	1.2
10	CC1Cc2nc(SCC(=O)NCC3CCCO3)n(-c3ccc(F)cc3)c(=O)c2S1 (stereo unspecified)	0.1
11	CCCOc1ccccc1C(=O)NC(CO)C(=O)O (stereo unspecified)	-0.3
12	CCOC(=O)Cc1csc(N/N=C/c2ccccc2)n1	-2.6
13	CCCCC(CCC(=O)O)(C(=O)OCC)c1csc(Nc2ccc(OCC)cc2)n1 (stereo unspecified)	-1.1
14	Cc1cccc(N2CCN(C(=O)Cn3ccc4ccccc4c3=O)CC2)c1C	-1.1
15	CCCCc1ccc(NC(=O)CC(C)(C)C)cc1	1.5

# Next part
No.	compound	TTR transcr act
16	CCn1c2ccccc2c2cc(NC(=O)c3cc(OC)cc(OC)c3)ccc21	-2.1
17	CC1=CC(c2ccccc2)n2nc(N3C(=O)c4ccccc4C3=O)nc2N1 (stereo unspecified)	-0.1
18	COc1ccc(N2CCN(C(=O)CN(Cc3ccc(Cl)cc3)S(C)(=O)=O)CC2)cc1	1.3
19	CCC(=O)NCc1cc(-c2nn(C)c(=O)c3ccccc23)ccc1OC	-0.4
20	CC[C@@]1(c2cccc(Cl)c2)C(=O)N(C(=O)OC(C)C)N1C(=O)OC(C)C	-1.7
21	C/C(=N\NC(=O)c1c(C)nc2ccccn12)c1cccc([N+](=O)[O-])c1	0.4
22	N#Cc1ccc(-c2ccc(OCC(=O)NCCCN3CCCC3=O)cc2)cc1	1.7
23	CSc1nc2c(C)c(C)c(C)c(C)c2[nH]1	-2.7
24	Cc1cc2c(Nc3ccc(C(=O)O)cc3)ncnc2s1	6.3
25	S=C(NCc1ccco1)Nc1ccc(Oc2ccccc2)cc1	1.5
26	CC1(c2ccccc2)NC(=O)N(CC(=O)N2CCN(S(=O)(=O)c3cccs3)CC2)C1=O (stereo unspecified)	1.9
27	CCC1CCCCN1C(=O)CCNS(=O)(=O)c1ccc2c(c1)oc(=O)n2C (stereo unspecified)	5.8
28	COC(=O)c1cc(S(=O)(=O)N2CCN(c3ccc(C(C)=O)cc3)CC2)cn1C	-2.8
29	O=C(COc1ccc2ccccc2c1Br)NNC(=O)Nc1ccccc1	0.1
30	Cc1ccc(C2CC(=O)Nc3cc4c(cc32)OCO4)o1 (stereo unspecified)	-1.4

# (further entries)
No.	compound	TTR transcr act
31	O=C(OCc1cn([C@@H]2C[C@H](c3ccccc3)N(C(=O)C3CCCCC3)C[C@H]2O)nn1)c1ccccc1	6.9
32	O=C1CS/C(=N/N=C/c2ccncc2)N1	-0.7
33	COCCN(C(=O)CSc1nnc(-c2ccccc2F)n1C)c1c(N)n(Cc2ccccc2)c(=O)[nH]c1=O	-0.2
34	Cc1cc(Cl)c(S(=O)(=O)NCCC(=O)O)cc1OCC(N)=O	0.2
35	CCc1n[nH]c(=S)n1/N=C/c1ccccc1OCc1ccc(Cl)cc1	1.0
36	Cc1c2cnn(CC(=O)Nc3c(F)c(F)cc(F)c3F)c(=O)c2c(C)n1Cc1ccc(F)cc1	-1.5
37	CCS(=O)(=O)N1CCC(C(=O)NC2CCCCC2)CC1	0.9
38	CC(=O)c1cc(C)ccc1OC(=O)CN1C(=O)c2ccccc2C1=O	-0.4
39	C=CCN(CC=C)Cc1cc(=O)oc2cc(C)cc(C)c12	1.8
40	COc1ccccc1-n1c(SCC(=O)NCC2CCCO2)nc2c([nH]c3ccccc32)c1=O (stereo unspecified)	7.5
41	C=CCc1cccc(CNc2nc3ccccc3n2CC)c1O	-1.1
42	CN(C)CCNS(=O)(=O)c1ccc2c3c(cccc13)C(=O)N2	-0.8
43	O=C(Nc1ccncc1)c1ccccc1-c1ccccc1	0.8
44	Cc1ccc(CSc2ccc3nnc(-c4cccnc4)n3n2)cc1	-1.1
45	Cc1cccc(NC(=O)C2CCN(S(=O)(=O)c3c(C)nn(C)c3C)CC2)n1	-1.8

# Remaining list, next part:
No.	compound	TTR transcr act
46	O=C(COc1ccc(F)cc1Cl)Nc1nc(-c2ccccn2)cs1	-0.1
47	O=C(COC(=O)CCSc1ccccc1Cl)Nc1ccc(F)cc1F	10.0*
48	Cc1cccc(C)c1-c1ccc(CN2C(CC(C)C)C(=O)N(Cc3cn(CC4CCCCC4)nn3)CCS2(=O)=O)cc1 (stereo unspecified)	6.1
49	Nc1[nH]ncc1-c1ccccc1	2.4
50	Cc1ccc2cc(C#N)c(SCC(=O)NCC3CCCO3)nc2c1 (stereo unspecified)	0.3
51	CC(C)(C)OC(=O)NCCCCCc1nnc(SCc2c(F)cccc2Cl)o1	-1.0
52	CCN(CC)CCCNC(=O)c1nn(-c2ccc(OC)cc2OC)c(=O)c2ccccc12	-1.4
53	O=C1/C(=C/c2cccnc2)SC(=S)N1c1ccc(O)cc1	0.6
54	O=C1CSC(c2ccccc2[N+](=O)[O-])N1CCc1ccccc1 (stereo unspecified)	0.9
55	C=CCNC(=O)c1onc(CSc2cccc(OC)c2)c1C(=O)NCC=C	6.7
56	O=C(COc1ccc2c(c1)CCC2)N1CCN(c2cccc(C(F)(F)F)c2)CC1	2.1
57	CCc1cc2cc(C)ccc2nc1SCC(=O)N1CCN(C(=O)c2ccco2)CC1	-7.0
58	O=C1CC(c2ccsc2)c2cc3c(cc2N1)OCCO3 (stereo unspecified)	-1.7
59	COc1ccccc1C1C2=C(N=C3SCC(=O)N31)c1ccccc1CC2 (stereo unspecified)	5.1
60	CC1=CC(=O)C(C(C)C)=C/C1=N/OC(=O)c1cccc([N+](=O)[O-])c1	-0.1

# Records listed above that bear a hit mark in TTR transcr act:
No.	compound	TTR transcr act
47	O=C(COC(=O)CCSc1ccccc1Cl)Nc1ccc(F)cc1F	10.0*

# New compounds follow:
No.	compound	TTR transcr act
61	COc1cc(OC)c(C2C(C#N)=C(C)NC(C)=C2C#N)c(C(=O)O)c1	30*
62	CCO/N=C(/C)c1c(O)cc(C(C)(C)C)n(-c2ccccc2)c1=O	-1.9
63	Cc1ccc(C(=O)NCC(=O)Nc2ccncc2)cc1C	3.4
64	CCOCCn1c(-c2ccc(OC)cc2)nc2ccccc21	7.0
65	O=C(CSc1cccc2cccnc12)NCc1ccco1	6.3
66	COC(=O)c1cc(COc2ccc3c(c2)oc(=O)c2ccccc23)c(C)o1	-1.3
67	Cc1noc(C)c1S(=O)(=O)N1CCC(C(N)=O)CC1	1.0
68	CC(NC(=O)c1sc2cc([N+](=O)[O-])ccc2c1Cl)C(C)(C)C (stereo unspecified)	2.9
69	CC(=O)c1c(COC(=O)c2ccc(C)cc2)nc2ccccc2[n+]1[O-]	-2.1
70	CC(C)NC1(C(N)=O)CCNCC1	0.1
71	CCN(CC)S(=O)(=O)c1ccc(N=NC2=C(O)CC(C)(C)CC2=O)cc1	-2.0
72	Cc1cccc(NC(=O)c2c([N+](=O)[O-])cnn2C)c1	1.4
73	Cc1cc(=O)oc2c(CN3CCCC3)c(O)c(Cl)cc12	1.4
74	O=C(NS(=O)(=O)Nc1ccc(Cl)cc1)c1c[nH]c2ccccc12	-0.1
75	C1CCN(c2c3c(nc4nnnn24)CCCC3)CC1	0.3

# The list goes on.
No.	compound	TTR transcr act
76	CCCCOC(=O)CNc1nnc(SCC(=O)OCC)[nH]c1=O	-2.1
77	c1coc(CSc2ncnc3c2oc2ccccc23)c1	0.6
78	COc1ccccc1OCC(=O)OCC(=O)Nc1ncc(Cl)cc1Cl	-3.4
79	Cc1ccc(S(=O)(=O)NNC(=O)c2cc([N+](=O)[O-])c(C)c([N+](=O)[O-])c2)cc1	0.3
80	COc1ccc(N(CC(=O)NCCSC2CCCCC2)S(=O)(=O)c2ccccc2)cc1OC	1.9
81	COCCCNC(=O)CC1C[C@H](C(=O)N2CCCCC2)[C@@]2(CCc3ccccc3)c3[nH]c4ccc(OC)cc4c3CCN2C1=O (stereo partly specified)	0.1
82	COc1ccc(Oc2ncc(CN3CCN(c4ccccc4)CC3)s2)cc1	-1.9
83	CCC(C)CCN1C(N(C)C)=NC[C@@H]1CC(C)C (stereo partly specified)	12*
84	CCn1c(C)nc2cc(C(=O)NNS(=O)(=O)c3c(F)cc(F)c(Cl)c3F)ccc21	-0.2
85	COc1cccc(/C=N/NC(=O)c2ccccc2N(Cc2ccccc2)S(=O)(=O)c2ccccc2)c1OC	-2.2
86	CS(=O)(=O)c1cnc(-c2ccccc2)nc1Oc1ccc(F)cc1	0.9
87	CC(C)(C)NC(=O)CN1CCC(O)(c2ccc3c(c2)OCO3)CC1	-2.1
88	COc1ccc(/C=C/C(=O)OCC(=O)NCc2ccccc2Cl)cc1OC	-2.5
89	COc1cccc2c(=O)n(CC(=O)NC3CCCC3)ccc12	-0.1
90	O=C(Cc1ccccc1)NN1C(=O)C2C(C1=O)C1C=CC2C12CC2 (stereo unspecified)	-1.3

# The listing continues:
No.	compound	TTR transcr act
91	COc1cc(C(=O)NCC(=O)N/N=C/c2ccc(OC(=O)c3ccco3)cc2)cc(OC)c1OC	1.2
92	CN(Cc1ccc(C(F)(F)F)cc1)C(=O)C1CC(=O)N(Cc2ccco2)C1 (stereo unspecified)	2.5
93	Cc1cc(C(=O)OCC(=O)NC2CCCCC2)c(C)o1	0.3
94	COCc1cc(C)nc(N)c1C#N	0.9
95	Cc1nc2c(C)cccc2c(SC(=N)N)c1CC=C(Cl)Cl	-0.1
96	CC(C)Nc1nc(NCc2ccccc2)c2sccc2n1	-0.2
97	Cc1c(CCO)sc[n+]1CC(=O)OCCC12CC3CC(CC(C3)C1)C2	2.5
98	COC(=O)C1CCN(C2CN(C3CCCCC3)S(=O)(=O)C2)CC1 (stereo unspecified)	-0.7
99	Cc1nc(NC(=O)COc2ccc(Cl)cc2)sc1C(=O)N(C)C	-0.3
100	CCc1nnc(NC(=O)CN2C(=O)N(C)C3(CCCCC3)C2=O)s1	-1.0
101	CCC(c1nnnn1C(C)(C)CC)N(CCCN1CCOCC1)Cc1cc2cccc(C)c2[nH]c1=O (stereo unspecified)	-1.4
102	CN1CCN(CC(=O)Nc2cccc(S(=O)(=O)N(C)c3ccccc3)c2)CC1	0.3
103	O=C(O)CCCC(=O)Nc1ccc(Oc2cccc(C(F)(F)F)c2)nc1	1.3
104	CC1(C)OC(=O)N(CC(=O)Nc2ccccc2)C1(C)O (stereo unspecified)	2.5
105	Cc1oc(-c2ccoc2)nc1CN(Cc1ccccc1)CC1CC1	-1.5

# The list continues:
No.	compound	TTR transcr act
106	COc1cccc(Nc2nc3ccccc3c(=O)[nH]2)c1	-2.1
107	CC1CC(C)(C)CC2(C1)NC(=O)N(CC(=O)NC1CCCc3ccccc31)C2=O (stereo unspecified)	1.7
108	CCCN(CCC)Cc1c(C(=O)N/N=C/c2c[nH]c3ccccc23)nnn1-c1nonc1N	0.8
109	COC(=O)/C(=N/Nc1ccccc1Cl)Sc1nnc(C(O)c2ccccc2)n1-c1ccccc1 (stereo unspecified)	0.8
110	O=c1c2ccccc2c(-c2ccccc2)nn1-c1ccccc1	2.1
111	CCc1nnc(NC(=O)c2sc3nc4cc(C)ccc4cc3c2N)s1	2.4
112	Cc1onc(-c2c(Cl)cccc2Cl)c1NC(=O)NNc1ccccc1	0.7
113	CC(=O)c1ccc(NC(=O)c2ccccc2-c2ccccc2C(=O)O)cc1	0.7
114	CCOC(=O)C(Cc1cc(C(C)=O)ccc1OCC)C(=O)OCC	2.3
115	CCOc1ccc2oc(C(=O)OCC(=O)N(CC(C)C)c3c(N)n(Cc4ccccc4)c(=O)[nH]c3=O)c(C)c2c1	-0.7
116	CCC(=O)Nc1ccc(NCc2ccc(-c3ccccc3)cc2)cc1	-0.3
117	CCOC(=O)C1CCN(C(=O)/C=C/c2ccc(OC)cc2)CC1	1.3
118	NC(=O)c1ccsc1NC(=O)COC(=O)CNC(=O)c1ccc(Cl)cc1	0.1
119	Cn1c(C(=O)OCC(=O)NCCc2ccccc2)cc2sccc21	1.6
120	COc1ccc(OC)c(CCNC(=O)C2CCN(c3nnc(-n4cccc4)s3)CC2)c1	-2.1

# Shown as labelled records: entries from further up.
67: Cc1noc(C)c1S(=O)(=O)N1CCC(C(N)=O)CC1
  TTR transcr act: 1.0

68: CC(NC(=O)c1sc2cc([N+](=O)[O-])ccc2c1Cl)C(C)(C)C (stereo unspecified)
  TTR transcr act: 2.9

69: CC(=O)c1c(COC(=O)c2ccc(C)cc2)nc2ccccc2[n+]1[O-]
  TTR transcr act: -2.1

70: CC(C)NC1(C(N)=O)CCNCC1
  TTR transcr act: 0.1

# The results go on:
No.	compound	TTR transcr act
121	COc1ccc(C(=O)N(CCCO)Cc2cc3c(C)ccc(C)c3[nH]c2=O)cc1OC	-1.6
122	Nc1cccc(S(=O)(=O)NC2=NCCC2)c1	-1.3
123	Cc1ccc(NC(=S)NC(NC(=O)C(C)(C)C)C(Cl)(Cl)Cl)c(C)c1 (stereo unspecified)	-2.0
124	O=C(O)c1ccc(COc2ccccc2C=C2C(=O)c3ccccc3C2=O)cc1	-2.2
125	CC(C)(C#N)N([O-])C=C[N+](=O)C(C)(C)C#N	-1.0
126	COc1cc(C)c(C(=O)Oc2cc(C)c(C(=O)O)c(O)c2C)c(OC)c1C	-0.2
127	Cc1sc2nc3ccc(N4CCCC4)nn3c(=O)c2c1C	0.4
128	COc1cccc2sc(Nc3nc(-c4ccncc4)cs3)nc12	-4.4
129	COc1cccc(CN2CCN(Cc3nc4c(s3)CCCC4)CC2CCO)c1 (stereo unspecified)	-1.3
